All columns: NCI-60 one-dose screen, growth in % after 48 h at 10 µM unless noted; 100 = growth as untreated, 0 = no growth, -100 = all killed.
HOP-62 – HOP-62 NSCLC; 3.9% of 80,000 active; AID 1794735
K-562 – K-562 leukemia | 7.4% of 78,000 active | AID 1794777
RPMI-8226 – RPMI-8226 leukemia cells. 7.5% of 77,000 active
CCRF-CEM – CCRF-CEM leukemia | 7% of 77,000 active
MDA-MB-435 – MDA-MB-435 melanoma; 7.8% of 82,000 active; AID 1794794
MDA-MB-468 – MDA-MB-468 breast cancer; AID 2202374; 8.5% of 78,000 active
MOLT-4 – MOLT-4 leukemia cells | 6.9% of 80,000 active
SR – SR leukemia cells | 8.7% of 73,000 active
* marks the source's active call; other numbers are inactive results; nt = not tested or not shown; & = joins results of further samples. Rule for the calls: active = growth percent below 10; inactive = the rest.

SMILES	HOP-62	K-562	RPMI-8226	CCRF-CEM	MDA-MB-435	MDA-MB-468	MOLT-4	SR
C[C@]12CCC(=O)C=C1[C@@H]1C[C@@H]1C1C2CC[C@@]2(C)C1[C@@H]1C[C@@H]1[C@@]21CCC(=O)O1 (some centres undefined)	97	106	75	95	100	92	100	106
Cn1c(=O)c(C#N)c(-c2ccco2)n2c(=S)[nH]nc12	nt	113	167	143	115	nt	112	100
O=C1c2ccccc2C(=O)c2c(O)c(S(=O)(=O)O)cc(O)c21	91	87	87	109	114	99	88	nt
CN1CCN(Cc2ccc(C(=O)Nc3ccc4ccccc4c3)cc2)CC1	95	65	69	78	99	66	84	62
O=C1CC[C@@H]2CCCC[C@@H]2C1	97	110	nt	nt	103	125	96	95
O=C(Nc1ccc(C23CC4CC(CC(c5ccccc5)(C4)C2)C3)cc1)c1cccs1	119	27	41	57	45	39	58	39
O=[N+]([O-])c1cnc(Cl)c(Br)c1	97	109	103	103	103	101	90	100
O=C(O)c1ccc2c(c1N=Nc1c(O)[nH]c(=S)[nH]c1=O)C(=O)c1ccccc1C2=O	106	96	110	111	102	106	113	135
COc1ccc(OC)c(C(=O)NNC(=O)c2cc(OC)c(OC)c(OC)c2)c1	81	99	101	95	104	108	94	101
CS(=O)(=O)Oc1ccc(-c2cn3ccoc3n2)cc1	102	102	102	101	103	93	100	102
NC/C(=C/F)COc1ccc2nc(NC3CCC(O)CC3)oc2c1 (centres undefined)	75	107	98	93	109	117	109	105
O=c1onc(-c2cc3ccccc3nc2Cl)n1-c1cccc(Cl)c1	84	66	68	79	84	60	68	69
CCc1ccc(S(=O)(=O)NC(=O)NC2CC2)cc1	99	121	121	117	102	92	106	126
O=C(Nc1c(Br)cc2c(c1Br)Cc1cc([N+](=O)[O-])ccc1-2)C(Cl)Cl	68	78	96	93	70	88	78	74
N#CCCCCCCCCCC#N	100	91	102	nt	105	101	87	89
COC(=O)c1ccc(NC(=O)CNNc2nc3ccccc3c(=O)n2-c2ccccc2)cc1	103	107	105	107	101	97	100	106
CCCCCCCCOc1cc(/C=N/Nc2cc(C)nc3ccc(Br)cc23)cc(OCCCCCCCC)c1OCCCCCCCC	101	105	107	116	106	109	96	116
O=C1c2ccccc2C(=O)c2cc(NCCNc3ccc4c(c3)C(=O)c3ccccc3C4=O)ccc21	78	67	59	37	89	72	68	44
CCOC(=O)c1csc(NC(=O)c2ccc(N3CCN(C(c4ccccc4)c4ccccc4)CC3)c([N+](=O)[O-])c2)n1	79	58	61	81	105	91	nt	nt
COc1cc(C(=O)/C=C/c2c[nH]c3ccccc23)cc(OC)c1OC	41	11	10	nt	7.6*	-5.5*	18	14
CC(=O)Oc1ccc(Cl)cc1Cl	96	98	nt	101	132	92	97	nt
CC(=O)N(c1ccccc1)c1ccccc1[N+](=O)[O-]	100	75	89	96	100	96	79	111
COC(=O)c1nnn(-c2cc(Cl)ccc2Cl)c1C(=O)c1ccc(OC)cc1	85	98	96	89	98	108	103	nt
CS(=O)(=O)n1cc2c(n1)CN([C@H]1CO[C@H](c3cc(F)ccc3F)[C@@H](N)C1)C2	99	86	110	101	103	113	106	nt
O=C(CNC(=O)c1ccccc1)c1ccccc1	118	89	138	141	99	105	98	97

Results in RPMI-8226, for some of the entries so far:
Compound	RPMI-8226
O=C(Nc1c(Br)cc2c(c1Br)Cc1cc([N+](=O)[O-])ccc1-2)C(Cl)Cl	96
N#CCCCCCCCCCC#N	102
COC(=O)c1ccc(NC(=O)CNNc2nc3ccccc3c(=O)n2-c2ccccc2)cc1	105
CCCCCCCCOc1cc(/C=N/Nc2cc(C)nc3ccc(Br)cc23)cc(OCCCCCCCC)c1OCCCCCCCC	107

(listing goes on)
SMILES	HOP-62	K-562	RPMI-8226	CCRF-CEM	MDA-MB-435	MDA-MB-468	MOLT-4	SR
COc1ccc(C(=O)CN(C=C(C#N)C#N)c2cccnc2)cc1	81	112	100	100	102	99	110	116
CCC1(OC(=O)c2ccccc2SSCCOC(=O)CCCCC2SCC3NC(=O)NC32)C(=O)OCc2c1cc1n(c2=O)Cc2cc3ccccc3nc2-1 (centres undefined)	39	53	33	9.0*	70	-12*	22	3.8*
COc1ccc(-c2ccc(O)c(C(=O)/C=C/c3cc(OC)c(OC)c(OC)c3)c2)cc1	103	56	25	24	65	85	34	56
Cc1cc(C)c(O)c(C)c1O	115	95	103	115	108	115	108	101
Cn1c(=O)c2c(nc(Br)n2C)n(C)c1=O	107	105	99	81	101	94	38	97
Cc1ccccc1OCC(O)CN1CCN(c2ccc(Cl)cc2)CC1 (centres undefined)	87	108	nt	108	111	nt	nt	nt
CC1=CC(=O)NC2Sc3ccccc3N12 (centres undefined)	82	67	101	117	111	105	114	nt
C=CCSC(CC)(CC)C(=O)NC	102	98	101	101	109	99	93	99
Cc1ccncc1C(N)=O	99	101	nt	83	118	94	95	109
CN1CCN(c2cc(F)c(NC3=C(Cl)C(=O)c4ncccc4C3=O)c(F)c2)CC1	83	-0.8*	-21*	-18*	-76*	-74*	-23*	-0.8*
NC1CCC(O)CC1C(=O)O (centres undefined)	nt	127	102	111	102	96	111	105
O=C1CC(c2ccc(Cl)cc2Cl)c2cnn(Cc3ccc4c(c3)OCO4)c2N1 (centres undefined)	86	93	99	97	109	98	94	102
CCN(CC)CCC(=O)Nc1ccc(Cn2nnc3c2C(=O)c2nnn(Cc4ccc(NC(=O)CCN(CC)CC)cc4)c2C3=O)cc1	-35*	2.0*	-17*	-13*	-80*	-66*	-29*	-19*
Oc1c(C(Nc2cccc3ccccc23)c2ccccc2)ccc2cccnc12 (centres undefined)	52	12	38	13	42	27	-12*	3.7*
O=C(Nc1ccc(Oc2ccc(F)cc2)c(Cl)c1)c1ccncc1	70	46	66	78	71	22	95	89
COc1cc(/C=C/CO)cc(OC)c1O[C@@H]1O[C@H](CO)[C@@H](O)[C@H](O)[C@H]1O	94	97	99	96	102	92	95	95
COc1cc(C2C3=C(COC3=O)Nc3cc4c(cc32)OCO4)cc2c1OCO2 (centres undefined)	36	7.9*	22	8.1*	-20*	-10*	12	-0.4*
CCC1(CC)CC(=O)c2c(ccc(C(=O)C[C@@H](N)CO)c2N)O1	83	88	76	71	100	96	83	81
COC(=O)[C@H](C)NC(=O)c1cccc(-c2cc(=O)c3c(OC)c(OC)c(OC)cc3o2)c1	112	114	99	109	98	89	96	95
CC(=O)O[C@H]1CC[C@@]2(C)[C@@H](CC[C@@H]3[C@@H]2CC(=O)[C@]2(C)[C@@H]4[C@H](C[C@@H]32)O[C@]2(CC[C@@H](C)CO2)[C@H]4C)C1	100	93	nt	108	107	100	105	91
Clc1ccc2c(c1)N(c1ncnc3ccc(-c4cnc5[nH]ncc5c4)cc13)CC2	24	51	17	32	31	3.7*	3.7*	24
CCn1cc(-c2ccnc(NCCCNS(=O)(=O)c3ccc(Cl)cc3)c2)c(-c2cccc(OC)c2)n1	102	83	11	106	101	86	92	89
O=C1NC(c2ccccc2)(c2ccccc2)C(=O)N1CNc1ccccn1	101&116	109&99	106&96	100	103&98	105&93	104&105	112&100
O=C(CSC(=S)n1cnc2ccccc21)Nc1ccc(Cl)cc1	88	27	27	22	80	61	35	43
Nc1nc2ccc(Br)cc2s1	103	107	107	106	109	102	100	96
The results go on.
SMILES	HOP-62	K-562	RPMI-8226	CCRF-CEM	MDA-MB-435	MDA-MB-468	MOLT-4	SR
NCCC(=O)N(Cc1ccccc1)C(N)=O	97	83	110	98	109	110	62	83
O=C(O)Cc1ccc(F)cc1	nt	107	104	95	111	100	99	84
COc1ccc(NC(=O)c2sc3c(=O)[nH]c(C)nc3c2C)cc1	113	nt	98	103	105	128	nt	nt
C=C(CN1CC=CCC1)[C@@H]1CC[C@]2(COC(C)=O)CC[C@]3(C)[C@H](CC[C@@H]4[C@@]5(C)CC[C@H](OC(C)=O)C(C)(C)[C@@H]5CC[C@]43C)[C@@H]12	108	97	94	96	103	101	102	104
CCCCCCNC(=O)Oc1ccc(/C(=C(/C)Cc2ccc(OC)cc2)c2ccc(OCCN3CCCCC3)cc2)cc1	91	37	77	72	92	89	69	-0.7*
CCN(CC)c1ccc2cc(C(=O)c3cccs3)c(=O)oc2c1	83&113	18&59	51&95	60	20&86	54&100	32&87	22
COC(=O)c1ccc(N)c2c(N)ccc(C(=O)OC)c12	103&92	111&89	123&105	98	105&103	105&112	109&17	nt
Cc1ccccc1NC(=S)Nc1ccccn1	100	79	nt	nt	94	84	128	126
S=c1cnc2ccccc2[nH]1	93	100	100	103	101	108	92	103
Cc1ccc(-c2cn(CC(=O)Nc3nc4ccccc4s3)nn2)cc1	98	105	100	nt	105	114	106	120
Clc1ccc2c(NCCCn3ccnc3)c3oc4ccc(Cl)cc4c3nc2c1	67	66	83	57	86	31	77	-11*
COc1cc(C2CC(c3ccc(Cl)cc3)=Nc3c(C)nn(-c4ccccc4)c3N2)ccc1Oc1ccnc2cc(Cl)ccc12 (centres undefined)	122	83	74	83	88	84	62	77
O=C1CCCC1[n+]1ccccc1 (centres undefined)	81	108	103	105	106	120	113	127
CCCCCc1c(C)[nH]c(/C=c2\[nH]/c(=C3/C=c4ccccc4=N3)cc2OC)c1C	-57*	-9.8*	-49*	-19*	-54*	-64*	-23*	-20*
O=C1c2cccc3cccc(c23)C(=O)N1N1C(=O)c2cccc3c(-c4ccccc4F)ccc(c23)C1=O	100	90	31	110	103	106	109	88
Nc1nnc2cc(Br)ccc2n1	95	102	80	100	109	101	107	nt
CC1(C)CC[C@]2(C(=O)O)CC[C@]3(C)[C@H](CC[C@@H]4[C@@]5(C)CCC(=O)NC(C)(C)[C@@H]5CC[C@]43C)[C@H]2[C@H]1OC(=O)C(F)(F)F	102	81	88	100	98	95	85	91
O=Cc1ccc(-c2ccc3c4c(cccc24)C(=O)N(N2C(=O)c4cccc5cccc(c45)C2=O)C3=O)cc1	96	96	107	104	99	97	105	94
COC(=O)c1c[nH]c(=S)n1Cc1ccccc1	105	92	92	96	107	103	83	71
Nc1nc(-c2ccccc2)c(-c2ccccc2)s1	78	100	101	106	111	103	101	96
CC1=C(C)C(=O)C(Nc2cccc(C(F)(F)F)c2)=C(Cl)C1=O	91	3.8*	-3.1*	5.9*	98	-66*	24	25
Nc1nc2c(nc(N3CCCCC3)n2[C@@H]2O[C@H](CO)[C@@H](O)[C@H]2O)c(=O)[nH]1	105	105	114	105	100	101	110	119
CCCCCCCC/C=C\CCCCCCCC(=O)Oc1c(Cl)cc(Cl)cc1[N+](=O)[O-]	94	116	165	115	113	114	124	nt
COc1ccc(/C(=C\c2cc(OC)c(OC)c(OC)c2)C(=O)N2CCCCC2)cc1	90	61	92	93	101	94	85	96
COC(=O)NCn1c(=O)[nH]c2ccccc2c1=O	92	93	103	105	105	93	103	nt
The listing continues.
SMILES	HOP-62	K-562	RPMI-8226	CCRF-CEM	MDA-MB-435	MDA-MB-468	MOLT-4	SR
COc1cc(-c2cc(C(=O)O)c3cc4ccccc4cc3n2)cc(OC)c1OC	102	100	104	91	108	122	92	98
Fc1ccc(COc2ccc(Nc3ncnc4sc5c(c34)CCCC5)cc2)cc1	97	103	79	98	96	94	87	96
OCCN(CCO)c1ccc(OCc2ccccc2)cc1	123	94	93	98	106	117	95	nt
Oc1c(I)cc(I)cc1CN(Cc1ccccn1)Cc1ccccn1	19	14	16	9.2*	36	8.7*	5.4*	9.9*
Fc1ccc(-c2cn3ccnc3c(-c3ccc(Cl)cc3)n2)cc1	59	29	81	67	17	77	71	59
NS(=O)(=O)c1cccc(Nc2nc(SCC(=O)c3ccccc3)nc3c2CCC3)c1	102	75	72	90	102	86	80	78
CC(=O)OCC1OC(OC2C(COC(C)=O)OC(OC(C)=O)C(OC(C)=O)C2OC(C)=O)C(OC(C)=O)C(OC(C)=O)C1OC(C)=O (centres undefined)	99&99&95&104	112&106&105&109	107&108&121&97	134&102&100	115&112&105&104	104&87&85&102	106&106&105	113&97&112
COc1ccc(OC)c(Nc2nc(SC(C)C)nc(-c3ccccc3)c2C#N)c1	104	109	99	97	100	99	109	108
C=CCCCCCCCCC(=O)OCc1ccc2c(c1)OCO2	94	72	101	100	113	103	100	nt
CCOC(=O)C1=C(C)NC(C)=C(C(=O)OCC)C1c1ccccn1	103	91	99	98	105	100	92	90
COc1ccccc1N1CCN(CCn2c(=O)c3c(c4ccccc4n3C)n(C)c2=O)CC1	107	100	109	102	106	92	88	78
Nc1ccc(Oc2ccccc2)cc1	101	98	76	42	101	110	76	75
O=C(C(=C(c1ccccc1)c1ccccc1)c1ccccc1)c1ccccc1	94	37	24	49	63	72	36	57
CCOC(=O)C1=NN(c2ccccc2)C(=O)C1N=Nc1ccc(S(=O)(=O)Nc2onc(C)c2C)cc1 (centres undefined)	111	126	106	110	106	101	106	100
CCN(CC)CCNc1ccc(CO)c2oc3cc(Cl)ccc3c(=O)c12	88	82	86	67	78	68	62	50
O=C(NC(CCO)C(=O)O)c1ccccc1 (centres undefined)	105	107	103	99	98	89	100	97

An excerpt from above in order of molecular weight, smallest number first:
SMILES	HOP-62	K-562	RPMI-8226	CCRF-CEM	MDA-MB-435	MDA-MB-468	MOLT-4	SR
Cc1ccccc1NC(=S)Nc1ccccn1	100	79	nt	nt	94	84	128	126
Cn1c(=O)c2c(nc(Br)n2C)n(C)c1=O	107	105	99	81	101	94	38	97
Clc1ccc2c(c1)N(c1ncnc3ccc(-c4cnc5[nH]ncc5c4)cc13)CC2	24	51	17	32	31	3.7*	3.7*	24
CCCCCCNC(=O)Oc1ccc(/C(=C(/C)Cc2ccc(OC)cc2)c2ccc(OCCN3CCCCC3)cc2)cc1	91	37	77	72	92	89	69	-0.7*

Rows were taken by chance. Share with any hit: about 15%.
